Bioassay records as filed in PubChem BioAssay.
FBPA Giardia inh – Giardia lamblia aldolase inhibition; A8B2U2; purified Giardia FBPA; Potency, µM (highest dose often 59.6 µM), for inactives: top-dose activity, negative = inhibition, hits mostly inhibitors; 0.71% of 290,000 active; further: potency means the concentration at half of the fitted maximal effect; nearly all actives have a fitted effect of over 55% in size
Target sequence (A8B2U2 whole entry, looked up): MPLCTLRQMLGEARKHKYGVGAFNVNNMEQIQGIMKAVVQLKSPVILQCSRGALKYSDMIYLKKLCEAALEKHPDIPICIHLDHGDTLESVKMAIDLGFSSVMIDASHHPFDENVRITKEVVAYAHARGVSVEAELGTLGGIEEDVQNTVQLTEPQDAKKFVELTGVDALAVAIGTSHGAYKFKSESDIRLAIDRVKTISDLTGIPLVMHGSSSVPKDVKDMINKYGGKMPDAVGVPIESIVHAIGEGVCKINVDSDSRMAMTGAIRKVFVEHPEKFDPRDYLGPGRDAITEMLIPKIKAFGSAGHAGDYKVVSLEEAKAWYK
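Giardia FBPA (40 nM reagent) was preincubated 10 min at RT with compound (up to 57.5 uM final), then substrate plus GAPDH/TPI/NAD/arsenate coupling system with diaphorase/resazurin was added; resorufin fluorescence (525/598 nm) was read after 20 min.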
AmpC detergent – blocks E. coli AmpC beta-lactamase in detergent assay; P00811; AmpC hydrolysis of nitrocefin, absorbance 480 nm, 0.01% Triton; Potency, µM (titrated, usually from 114 µM), for the others: at the top dose activity change, negative = inhibition, usual class: inhibitors; 0.041% of 370,000 active; AID 485294;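 further: potency means the concentration at half of the fitted maximal effect; 0% = no-compound wells and -100% = no-enzyme wells; nearly all actives have a fitted effect of over 25% in size; some results filed as inactive show a strong effect at the top dose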
Target sequence (P00811 whole entry, looked up): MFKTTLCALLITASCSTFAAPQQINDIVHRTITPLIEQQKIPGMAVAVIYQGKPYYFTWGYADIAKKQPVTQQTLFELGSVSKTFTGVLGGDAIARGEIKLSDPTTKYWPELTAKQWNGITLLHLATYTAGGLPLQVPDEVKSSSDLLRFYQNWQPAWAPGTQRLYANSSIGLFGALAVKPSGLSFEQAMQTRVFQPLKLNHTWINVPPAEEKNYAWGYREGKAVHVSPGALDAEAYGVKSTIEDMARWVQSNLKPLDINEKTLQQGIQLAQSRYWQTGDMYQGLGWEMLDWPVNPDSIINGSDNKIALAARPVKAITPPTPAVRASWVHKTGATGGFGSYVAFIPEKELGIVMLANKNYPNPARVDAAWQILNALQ
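AmpC (5.3 nM in the dispensed reagent) in 20 mM phosphate pH 7.0 with 0.01% (detergent screen) or 0.0001% Triton X-100 was preincubated with compounds for 15 min at room temperature. Nitrocefin was then added from an 800 uM solution, and hydrolysis was followed at 480 nm.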
HCMV inh – inhibitors of human cytomegalovirus. HFF cells, HCMV-luciferase reporter, 72 h; active compounds read low. activity change, negative = inhibition, % at 57.5 µM. 4.5% of 410,000 active; in the data active means activity change below about -60%; inconclusive means no clear call, values can overlap the other calls; inactive means above about -39%
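Screen run at 2 compound doses on HFFs infected with reporter HCMV, MOI 1 PFU/cell. Luciferase activity from cell lysates at 72 h post infection gave inhibition relative to buffer-only and Salinomycin wells.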
AmpC no deterg – AmpC beta-lactamase inhibition without detergent | Potency, µM (titrated, usually from 57.1 µM), for inactives: at the top dose activity change, negative = inhibition, most hits filed as inhibitors | AmpC nitrocefin hydrolysis, absorbance 480 nm, 0.0001% Triton | P00811 | 0.52% of 330,000 active;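 further: potency means the concentration at half of the fitted maximal effect; plate controls were no compound for no effect and no enzyme for full effect; nearly all actives have a fitted effect of over 20% in size; some results filed as inactive show a strong effect at the top dose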
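AmpC (5.3 nM in the dispensed reagent) in 20 mM phosphate pH 7.0 with 0.01% (detergent screen) or 0.0001% Triton X-100 was preincubated with compounds for 15 min at room temperature. Nitrocefin was then added from an 800 uM solution, and hydrolysis was followed at 480 nm.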
Sm TGR block – S. mansoni TGR enzyme inhibition; purified TGR, DTNB reduction, TNB absorbance 405 nm; 3% of 360,000 active; Q962Y6; Potency, µM (titrated, usually from 114 µM), for inactives: at the highest dose activity change, negative = inhibition, hits mostly inhibitors; further: potency means the concentration at half of the fitted maximal effect; nearly all actives have a fitted effect of over 60% in size
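TGR 20 nM + NADPH 100 uM (dispensed conc.), cpd preinc 15 min RT; start with NADPH (500 uM addition) then DTNB (15 mM addition). Kinetic TNB absorbance, 405 nm filter. Four-parameter Hill fit across titration.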
AMA1-RON2 inh – disrupts binding of P. falciparum AMA1 to RON2; AlphaScreen AMA1-biotinylated RON2 peptide binding; Potency, µM (top dose mostly 58.2 µM), without a hit: at the top dose activity change, negative = inhibition, hits mostly inhibitors; 0.2% of 360,000 active; AID 720542;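 further: potency means the concentration at half of the fitted maximal effect; 0% = vehicle wells and -100% = peptide control; nearly all actives have a fitted effect of over 45% in size; some results filed as inactive show a strong effect at the top dose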
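AMA1 (3D7) with his tag at 25 nM final met compounds first, then biotinylated RON2 peptide at 25 nM; detection used donor plus acceptor beads, 10 µg/mL apiece, read by AlphaScreen after 30 min at room temperature.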
* hit, by the source's call; ? = inconclusive; nt = no result given; & = joins results of further samples; [ ] = remark or other dose. Unless noted, the call rests on the fitted dose curve; in most records, active means well fitted curve in the direction sought with a large enough effect; inconclusive means small, poorly fitted or top-dose-only effect, or another doubt; inactive means no such curve, though single readings can be large; an effect the other way counts as inactive or inconclusive. Unless noted, on the % scale 0 is the no-effect control and ±100 the full control effect.

item | Molecule | FBPA Giardia inh | AmpC detergent | HCMV inh | AmpC no deterg | Sm TGR block | AMA1-RON2 inh
1 | Cc1cccc(NC(=O)c2cc(C)nc3ccccc23)c1 | 1.0% | 0.0% | -11.1 | -2.4% | 0.9% | 2.2%
2 | C/C(=N\NC(=O)c1cccc(N/N=C(\C)c2ccc([N+](=O)[O-])cc2)c1)c1ccc([N+](=O)[O-])cc1 | 0.9% | -12.9% | -23.1 | -30.0% | -0.7% | 23.3%
3 | Cc1cc(C)cc(OCC(=O)N/N=C\c2cn(C)nc2C)c1 | 1.7% | ? | ? | -10.0% | 2.8% | 2.8%
4 | COc1ccc(-c2noc(-c3ccc(C)cc3)n2)cc1 | -4.0% | -8.4% | 20.6 | -33.5% | 14.7% | 16.2%
5 | CCN(Cc1nc2cc(Cl)ccc2c(=O)[nH]1)C(=O)c1cc(C2CC2)nn1-c1ccccc1 | nt | 0.0% | -11.9 | 22.0% | -21.1% | 45.7%[activator]
6 | CCOC(=O)CSc1nnc(-c2cccnc2)o1 | -1.0% | -3.1% | 8.4 | -20.6% | -12.1% | 9.4%
7 | COc1ccccc1OCCn1c(NC(=O)c2ccccc2Cl)nc2ccccc21 | nt | -5.1% | 31.3 | nt | 0.3% | nt
8 | COc1ccc(N/N=C(/C(N)=O)C2=NC(C)(C)Cc3ccccc32)cc1 | 1.8% | -1.2% | -91.6* | 1.4% | -2.7% | 9.1%[2.32 µM]
9 | Cc1ccc(-c2nnc(Nc3ccc(C(N)=O)cc3)c3ccccc23)cc1S(=O)(=O)N1CCCCC1 | nt | -6.3% | -33.1 | nt | -16.0% | nt
10 | Cc1ccc(Cl)cc1N1CCN(C(=O)c2cc3c(=O)n(C)c4ccccc4c3s2)CC1 | nt | 0.8% | -0.2 | nt | 11.1% | nt
11 | COc1cccc2sc(Nc3nnc(-c4ccc(F)cc4)o3)nc12 | 15.8µM* | ? | 30.2 | 137.7%[activator] | -4.8% | 42.1%[activator]
12 | CCOC(=O)N1CCC(Nc2c(-c3ccc(C)cc3)c(=O)c2=O)CC1 | ? | -8.9% | -10.3 | -3.1% | -7.5% | 16.6%
13 | Clc1ccccc1Oc1cnc2ccccc2n1 | -1.1% | 1.0% | -27.9 | -34.3% | 7.7% | 27.4%
14 | O=C(Nc1ccon1)c1csc2c1CCCC2 | -12.4% | ? | 70.1 | -27.4% | -17.0% | 9.0%
15 | Cc1ccc(/C(N)=N/OC(=O)CCc2ccccc2)cc1 | 1.7% | -6.0% | -20.7 | -46.2% | 2.8% | 27.6%
16 | Cc1ccc(S(=O)(=O)N2CCC(C(=O)N3CCN(c4ccccn4)CC3)CC2)cc1 | nt | 1.4% | -32.6 | 75.2%[activator] | -2.2% | -2.0%
17 | CCOC(=O)C1CCN(C(=O)CN2C(=O)c3ccccc3Sc3ncccc32)CC1 | 14.4% | -8.7% | -12.4 | 10.4% | 4.6% | 0.0%
18 | Cc1cc(C)cc(OCCCCCNCCO)c1 | -1.3% | -5.5% | 8.4 | 5.2% | -12.2% | 11.0%
19 | Cc1cc(C)cc(NC(=O)C2CC3CCC2C3)c1 (stereo not drawn) | 20.2% | -20.8% | 22.2 | -23.5% | -6.5% | 6.4%
20 | CC(C)C[C@H]1CN=C(Nc2ccccc2)N1CCCC1CCCC1 | 3.6% | -2.6% | -70.0* | 42.8% | 10.6% | 27.9%
21 | Cc1cccc(NC(=O)c2sc3nc(-c4ccccc4)cn3c2C)c1C | nt | 0.8% | 1.7 | nt | -6.7% | nt
22 | COc1cccc(N2CCN(S(=O)(=O)c3ccc(CN4C(=O)c5cccnc5C4=O)cc3)CC2)c1 | nt | -2.1% | 0.0 | -8.0% | -9.9% | 5.3%
23 | Clc1ccc(CSc2nc3ncccc3[nH]2)cc1 | nt | 26.5% | 80.5 | nt | 1.2% | nt
24 | COc1cccc(NC(=O)CSc2nnnn2C(C)C)c1 | 1.4% | ? | 4.3 | -14.8% | 1.6% | 9.4%
25 | COc1cc(CNc2ccc3c(c2)ncn3C(C)C)cc(OC)c1OC | nt | 19.0% | 15.1 | nt | -6.8% | nt
26 | COc1ccnc(Oc2ccc(F)cc2)c1C(=O)N/C=N/OCc1cccc(F)c1 | 0.3% | -7.5% | -1.8 | 84.6%[activator] | -20.9% | -7.9%
27 | CC1CCC(C(C)C)C(OC(=O)COC(=O)c2ccc(N)cc2)C1 (stereo not drawn) | -8.3% | -5.2% | -4.8 | 15.9% | -12.3% | -2.3%
28 | N=c1n(CC(=O)c2cccc([N+](=O)[O-])c2)c2ccccc2n1Cc1ccccc1 | -6.5% | -14.8% | -39.4 | -37.8% | -2.2% | 4.4%
29 | Cc1ccc2cccc(N)c2n1 | -17.2% | -7.1% | 37.6 | -12.2% | 1.4% | 4.3%
30 | CCN(c1ccccc1C)S(=O)(=O)c1cc2c3c(c1)CCN3C(=O)CC2 | nt | -13.4% | -6.7 | 25.5% | -1.1% | 4.0%
31 | Cc1cc(C)c2sc(NC(=O)c3ccc(S(=O)(=O)N4CCOCC4)cc3)nc2c1 | nt | -3.1% | -2.1 | nt | 2.0% | nt
32 | O=C(NC1=NCCS1)C1COc2ccccc2O1 (stereo not drawn) | 4.1% | -1.6% | ? | -14.6% | -1.2% | -5.1%
33 | CCOC(=O)C1=C(COC(=O)CCOc2cc(C)ccc2C)NC(=O)NC1C (stereo not drawn) | nt | ? | 5.7 | 15.0% | -22.1% | -12.2%
34 | COc1cccc(-c2cc(C(=O)Nc3cc(C)nn3-c3ccccc3)no2)c1 | 3.6% | ? | -0.9&4.2 | -12.1% | -0.7%&-0.1% | -10.9%
35 | COc1ccc(S(=O)(=O)NCCSCc2ccco2)cc1 | -9.2% | -9.6% | -14.2 | -41.4% | 25.1µM* | -0.1%
36 | Cc1cccc(Cn2c(N3CCN(CCO)CC3)nc3c2c(=O)[nH]c(=O)n3C)c1 | -0.2% | -0.3% | 54.3 | -0.2% | -12.7% | 0.0%
37 | COC(=O)c1cc(-c2cc(OC)ccc2OC)nc2c1c(=O)n(C)c(=O)n2Cc1ccccc1 | -4.7% | -8.3% | 12.6 | -14.8% | -15.9% | 1.4%
38 | Cc1ccc(OCc2nc(C#N)c(NCc3ccco3)o2)cc1 | -5.4% | -13.0% | 2.9 | -44.0% | ? | -24.0%
39 | COc1cc(OC)cc(OC(=O)C2CCN(S(=O)(=O)c3ccc(OC)c(OC)c3)CC2)c1 | nt | 5.9% | 9.1 | 0.7% | 0.8% | -18.9%
40 | CCc1ccc(Sc2cc(C(=O)NCc3ccccc3OC)c3ccccc3n2)cc1 | nt | 5.6% | ? | nt | 4.5% | nt
41 | COc1cc(-c2nc3cccc(C)n3c2NCC2CCCO2)ccc1O (stereo not drawn) | -21.9% | 2.0% | 69.5 | -13.5% | -1.5%[57.1 µM] | -1.9%
42 | COc1ccc(C(CNC(=O)c2ccc(S(=O)(=O)N3CCOCC3)cc2)N2CCCCC2)cc1 (stereo not drawn) | -2.3% | -11.5% | -11.2 | 37.6% | -3.9% | 1.3%
43 | Cc1cccc(NC(=O)C2CCCN2S(=O)(=O)c2ccc(Cl)cc2)n1 (stereo not drawn) | nt | -0.7% | -25.4 | -24.2% | 0.7% | 5.5%
44 | Cc1cc(C)n2nc(C)c(Br)c2n1 | 1.2% | -2.0% | -3.3 | -16.0% | -3.0% | 1.9%
45 | Cc1ccc2c(c1)[C@@H]1CN(C)CC[C@@H]1N2C(=O)Nc1cccc(C(F)(F)F)c1 | -2.9% | ? | -1.5 | 31.7% | 1.5% | 1.7%
46 | Cc1ccc(CS(=O)(=O)CCC(=O)NCc2ccc3c(c2)OCO3)cc1 | 3.1% | 0.0% | -16.6 | -13.4% | 7.7% | -2.7%
47 | CCC(NC(=O)C1(C)CC1(Br)Br)c1ccc(C)cc1 (stereo not drawn) | 4.9% | -14.4% | -72.2* | -7.5% | 4.0% | 9.0%
48 | CCCCn1c(SCC(=O)Nc2ccc(OC)cc2)nc2ccc(N3CCOCC3)cc2c1=O | ? | -5.1% | 45.3 | 3.5% | 28.2µM* | 12.0%
49 | CS(=O)(=O)c1ccc2nnn(OCC(=O)Nc3cccc(C#N)c3)c2c1 | 7.3% | 5.6% | -21.2 | -17.5% | -28.4% | 7.2%
50 | Cc1cc(C)n(-c2nnc(C)n2/N=C/c2ccccc2F)n1 | -7.7% | 0.5% | 21.9 | -8.5% | 4.9% | 18.5%
51 | COc1ccc(C(=O)OCC(=O)NCc2ccc3c(c2)OCO3)cc1S(=O)(=O)N1CCOCC1 | nt | nt | -17.2 | 1.9% | nt | -0.9%
52 | O=C(OCC(=O)N1CCCC1)c1ccccc1OCc1ccccc1 | -0.8% | 0.7% | -9.0 | 6.7% | -1.4% | 3.7%
53 | COc1cc(OC)c(-n2cc(-c3ccc(OC)c(OC)c3)[nH]c2=S)cc1Cl | -3.3% | -13.0% | ? | 14.5% | ? | 94.1%[activator]
54 | COc1ccc(NC(=O)CCCOc2cc(=O)n(C)c3ccccc23)c(OC)c1 | nt | 4.4% | -13.8 | nt | 14.9% | nt
55 | Cc1ccc(-n2c(O)c(C=NC3CCCC3)c(=O)[nH]c2=O)c(C)c1 | -2.0% | -15.3% | 39.1 | -16.2% | 8.3%[11.4 µM] | 5.1%
56 | CC(C)CCn1c(=O)c2ccccc2n2c(CN3CCCC3)nnc12 | 1.5% | -4.0% | -19.5 | 8.8%[11.4 µM] | 6.4% | 63.8%[activator]
57 | Cc1cccc(C)c1OCC(=O)Nc1nonc1-c1ccc(Br)cc1 | nt | 10.0% | -18.5 | nt | -1.4% | nt
58 | Cc1ccc(C(=O)NCCNc2ncc(C(F)(F)F)cc2Cl)cc1[N+](=O)[O-] | -8.5% | ? | 34.0 | 66.7%[activator] | 7.5% | 3.3%
59 | Cc1cc([N+](=O)[O-])ccc1NC(=O)c1ccc(NC(=O)C(C)C)cc1 | 2.9% | ? | ? | -4.6%[2.29 µM] | 1.8% | 1.1%
60 | Cc1nc(NCCc2ccc(S(N)(=O)=O)cc2)c2c(C)c(C)sc2n1 | 2.4% | -3.3% | -88.3* | -36.9% | -4.3% | 94.6%[activator]

An excerpt of these results, in transposed form.
31	Cc1cc(C)c2sc(NC(=O)c3ccc(S(=O)(=O)N4CCOCC4)cc3)nc2c1
38	Cc1ccc(OCc2nc(C#N)c(NCc3ccco3)o2)cc1
41	COc1cc(-c2nc3cccc(C)n3c2NCC2CCCO2)ccc1O (stereo not drawn)
33	CCOC(=O)C1=C(COC(=O)CCOc2cc(C)ccc2C)NC(=O)NC1C (stereo not drawn)
assay / entry	31	38	41	33
FBPA Giardia inh	nt	-5.4%	-21.9%	nt
AmpC detergent	-3.1%	-13.0%	2.0%	?
HCMV inh	-2.1	2.9	69.5	5.7
AmpC no deterg	nt	-44.0%	-13.5%	15.0%
Sm TGR block	2.0%	?	-1.5%[57.1 µM]	-22.1%
AMA1-RON2 inh	nt	-24.0%	-1.9%	-12.2%
